Mcl1 Bid PPI: Mcl-1/Bid binding inhibitors, primary screen, biochemical, TR-FRET, 1536-well; Induced myeloid leukemia cell differentiation protein Mcl-1 (Homo sapiens), Q07820; TR-FRET Mcl-1/Bid-Dy647 peptide binding; inhibition, % at 21.7 µM; 220,000 compounds, 0.97% hits;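 active means compounds that cut the binding signal by more than half at the single screening dose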;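 further: His-tagged Mcl-1 with europium anti-His antibody binding Bid BH3 peptide; 0% = Mcl-1 plus peptide wells and 100% = peptide-only wells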
Target sequence (Q07820 whole entry, looked up): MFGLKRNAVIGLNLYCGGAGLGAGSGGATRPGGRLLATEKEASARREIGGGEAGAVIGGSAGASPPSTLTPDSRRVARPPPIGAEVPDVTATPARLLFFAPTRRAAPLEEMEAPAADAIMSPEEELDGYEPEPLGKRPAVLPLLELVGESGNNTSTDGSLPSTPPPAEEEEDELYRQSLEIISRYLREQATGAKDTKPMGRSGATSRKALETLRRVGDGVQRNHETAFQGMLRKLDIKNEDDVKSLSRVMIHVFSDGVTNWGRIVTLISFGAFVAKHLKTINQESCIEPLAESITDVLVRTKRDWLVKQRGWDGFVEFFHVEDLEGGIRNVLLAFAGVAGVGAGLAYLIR
Bim-Mcl-1: inhibitors of Bim peptide binding to Mcl-1, primary screen, biochemical, bead-based flow cytometry, multiplex; Induced myeloid leukemia cell differentiation protein Mcl-1 (Homo sapiens), Q07820; Bim peptide-Mcl-1 binding; inhibition, % at 10 µM; 190,000 compounds, 0.1% hits; in the data active means inhibition above about 40%;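 further: 0% = no compound tracer wells and 100% = peptide blocker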
HRas wt GTP: modulators of GTP binding to HRas wildtype, primary screen, biochemical, bead-based flow cytometry, multiplex. GTPase HRas (Homo sapiens), P01112. GST-Ras wt beads, Bodipy-FL-GTP binding; actives lie on both sides. GTP binding activity, % at 10 µM. 190,000 compounds, 0.14% hits. AID 759, 2007;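 active means GTP binding activity at least 20% away from the 100% baseline, either lowered as inhibitor or raised as activator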;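 further: 0% = unlabeled GTP competition control and 100% = no-compound control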
Target sequence (P01112 whole entry, looked up): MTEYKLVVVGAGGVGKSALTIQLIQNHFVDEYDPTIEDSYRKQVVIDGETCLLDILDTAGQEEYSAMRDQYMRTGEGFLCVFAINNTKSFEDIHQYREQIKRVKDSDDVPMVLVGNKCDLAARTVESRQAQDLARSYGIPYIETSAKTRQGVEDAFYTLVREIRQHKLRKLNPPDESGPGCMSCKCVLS
Pf gametocyte: late stage P. falciparum gametocyte viability inhibitors, primary screen, ATP luminescence, HTS | inhibition, % at 10.9 µM | P. falciparum stage V gametocytes, 24 h | 150,000 compounds, 0.065% hits;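 active means inhibition above the mean plus 3 SD of compounds within the control limits, set per campaign, cut at about 38% in these data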;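 further: 0% = DMSO wells and 100% = medium only without gametocytes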
Rab7 wt modul: modulators of GTP binding to Rab7, primary screen, biochemical, wildtype, multiplex bead flow cytometry; AID 758, 2007; GTP binding activity (percent of control), % at 10 µM; Rab7 GTPase wild type (dog), Bodipy-FL-GTP binding; GST-Rab7 beads, fluorescent GTP binding; actives lie on both sides; untreated = 100%, excess cold GTP = 0%; 190,000 compounds, 0.055% hits;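 active means fluorescent GTP binding to Rab7 beads changed by at least 20 points from the 100% baseline, either direction, mostly lower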;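 further: median green fluorescence of bound Bodipy-FL-GTP per Rab7 bead population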
Rab2 wt GTP: modulators of GTP binding to Rab2A wildtype, primary screen, biochemical, dog, bead-based flow cytometry, multiplex | Ras-related protein Rab-2A (Canis lupus familiaris), P61105 | AID 760, 2007 | 190,000 compounds, 0.19% hits | GST-Rab2 wt beads, Bodipy-GTP binding | GTP binding activity, % at 10 µM;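 active means GTP binding activity at least 20 points away from 100%, either lowered or raised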;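 further: 0% = beads with excess unlabeled GTP and 100% = no-compound control corrected for plate trend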
Avidin bead fluor: green autofluorescence of compounds with avidin beads – biophysical, 488/530 nm, flow cytometry, artefact control, profiling panel; compound fluorescence 488/530 nm; stronger effect = higher value; fluorescence (KMESF) at 10 µM; 220,000 compounds, 0.38% hits; in the data active means fluorescence above about 47; further: inactives centre near 10
Mcl1 Noxa PPI: Mcl-1/Noxa binding inhibitors, primary screen, biochemical, TR-FRET, 1536-well; Induced myeloid leukemia cell differentiation protein Mcl-1 (Homo sapiens), Q07820; TR-FRET Mcl-1/Noxa peptide binding, 2 h; inhibition, % at 21.7 µM; 220,000 compounds, 1.5% hits;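 active means compounds that cut the protein-peptide binding signal by more than 50% relative to plate controls in a single-dose test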;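 further: His-tagged Mcl-1 with rhodamine Noxa BH3 peptide and terbium anti-His antibody; 0% = Mcl-1 plus Noxa peptide wells and 100% = peptide-only wells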
Cdc42 wt: modulators of GTP binding to wildtype Cdc42, primary screen, biochemical, multiplex bead flow cytometry, Bodipy-GTP. percent activity (GTP binding), % at 10 µM. Cell division control protein 42 homolog (Homo sapiens), P60953. 190,000 compounds, 0.2% hits. GST-Cdc42 beads; actives lie on both sides. AID 761, 2007;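 active means percent activity GTP binding at least 20 points away from the 100% baseline, either down as inhibitor or up as activator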;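 further: median bead fluorescence of bound Bodipy-FL-GTP at 100 nM; 0% = excess unlabeled GTP control and 100% = no compound control; below 100% means less GTP binding so inhibitor and above means activator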
Target sequence (P60953 whole entry, looked up): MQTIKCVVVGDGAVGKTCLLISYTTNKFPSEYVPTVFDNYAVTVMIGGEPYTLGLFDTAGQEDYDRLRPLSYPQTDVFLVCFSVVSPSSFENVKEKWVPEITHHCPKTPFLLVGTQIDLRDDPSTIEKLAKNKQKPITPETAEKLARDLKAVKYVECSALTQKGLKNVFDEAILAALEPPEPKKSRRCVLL
Rac1 wt GTP bind: wildtype Rac1 GTP binding modulators, primary screen, biochemical, GST-Rac1 beads, flow cytometry, multiplex; 190,000 compounds, 0.27% hits; AID 757, 2007; fluorescent GTP binding; actives lie on both sides; 0 = cold GTP competed, 100 = untreated; GTP binding activity (% of control), % at 10 µM;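 active means GTP binding activity at least 20 points away from the 100% control level, either lower or higher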
Rac1 act GTP bind: GTP binding modulators of activated mutant Rac1, primary screen, biochemical, bead-based flow cytometry, multiplex, fluorescent GTP. GST-Rac1 activated beads; actives lie on both sides; 100% means binding = to untreated wells. percent activity (GTP binding), % at 10 µM. 190,000 compounds, 0.11% hits. AID 764, 2007;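 active means GTP binding at least 20 percentage points away from the 100% baseline, in either direction, so actives lie on both sides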
* marks the source's active call; other numbers are inactive results; nt = no result given.

entry	SMILES	Mcl1 Bid PPI	Bim-Mcl-1	HRas wt GTP	Pf gametocyte	Rab7 wt modul	Rab2 wt GTP	Avidin bead fluor	Mcl1 Noxa PPI	Cdc42 wt	Rac1 wt GTP bind	Rac1 act GTP bind
1	CCCCNS(=O)(=O)c1ccc2nc(SCC(=O)N3CC(C)OC(C)C3)[nH]c2c1 (configuration not stated)	-11	-3	99	nt	97	96	5	3	99	101	97
2	CC(C)Sc1nc2c(c(=O)n1-c1ccc(F)cc1)SCC2	-108	1	105	nt	104	100	10	-1	107	107	99
3	O=C(Cc1ccsc1-c1ccccc1)NO	-27	-2	107	nt	102	109	18	18	108	103	101
4	O=S(=O)(c1ccc(-c2csc(=Nc3ccccc3)n2CCCN2CCOCC2)cc1)N1CCOCC1	-46	-7	99	nt	96	96	nt	13	98	100	96
5	COc1ccc(S(=O)(=O)N(CCCN2CCCC2=O)Cc2cc3c(C)cc(C)cc3[nH]c2=O)cc1	2	0	95	-5	95	96	7	18	96	94	96
6	COc1ccc(NC(=O)CN(c2ccc(C)cc2)S(=O)(=O)c2c(C)nn(C)c2C)cc1OC	-15	0	98	-32	101	100	18	7	102	105	103
7	NC(=O)CN1CCN(C2CC(=O)N(CCc3ccccc3)C2=O)CC1 (configuration not stated)	-42	3	100	4	102	104	10	4	101	101	97
8	CCN1CCN(C(=O)c2cc3c(s2)-c2ccccc2S(=O)(=O)C3)CC1	-8	1	101	nt	99	103	6	16	104	101	101
9	Cc1csc(SCCn2c(Br)nc3c2c(=O)[nH]c(=O)n3C)n1	-14	0	97	20	95	99	21	20	104	103	96
10	Cc1ncc(CN2CCN(Cc3ccc(F)cc3)C(CCO)C2)s1 (configuration not stated)	-42	-1	100	25	103	95	16	8	95	103	97
11	COCCOC(=O)c1c(C)oc2ccc(OC(=O)c3c(OC)cccc3OC)cc12	0	-2	98	nt	95	95	12	26	95	95	95
12	CCN1C(=S)SC(=O)C1=C1C=C(C)OC(C)=C1	-27	-1	107	nt	103	107	11	9	106	113	106
13	O=[N+]([O-])c1cccc(NC2=NCCC2)c1	-32	0	98	14	102	100	9	0	95	97	96
14	CCOC(=O)N1CCC(NC(=O)C2CCN(C(=O)N3CC(C)Oc4ccc(C)cc43)CC2)CC1 (configuration not stated)	-10	0	96	-56	93	96	22	3	99	98	95
15	CC(=O)OC1CCC(OC(C)=O)c2c1n([O-])c(C)c(C)[n+]2=O (configuration not stated)	11	3	102	nt	102	103	9	-6	101	103	98
16	CC(C#N)(Nc1ccc(Cl)cc1)c1cccnc1 (configuration not stated)	-12	-3	100	14	99	100	12	10	102	103	101
17	CCc1cccc(C)c1NC(=S)NCc1cccn1C	-60	-2	100	3	101	100	13	0	101	102	102
18	CC(=O)c1ccc(S(=O)c2ccccc2)cc1 (configuration not stated)	34	-2	100	nt	97	99	7	-11	99	98	98
19	O=C(Nc1ccccc1)c1ccc2c(c1)OCCO2	-9	-3	103	nt	102	103	35	29	106	103	99
20	CCN(CC(=O)Nc1ccc(OC)cc1)CC(=O)Nc1ccc(Br)cc1F	5	-5	96	14	94	94	7	-8	93	97	96
21	O=C1NC2C(NC(=O)N2C2CCCCC2)N1C1CCCCC1 (configuration not stated)	-13	0	102	nt	104	102	16	0	103	104	99
22	COC(=O)C1=C(C)NC2=C(C(=O)CC(c3cccs3)C2)C1c1ccsc1 (configuration not stated)	-18	-2	98	5	95	94	36	19	99	95	97
23	O=C1CC(N2CCSCC2)C(=O)N1c1ccccc1 (configuration not stated)	0	2	94	nt	97	96	8	10	97	93	95
24	CN(C)S(=O)(=O)c1ccc(C(=O)NCC(=O)N/N=C/c2ccccc2Cl)cc1	-16	0	94	-8	89	93	22	3	93	94	93
25	Cc1sc(N)c(C(=O)c2ccccc2)c1C	-47	0	101	2	105	99	248*	10	95	97	93
26	O=C(c1ccc(Cl)c(S(=O)(=O)N2CCOCC2)c1)N(c1ccccn1)C1CCCCC1	-13	0	96	-7	98	95	8	4	99	100	94
27	CCC(C)(C)NC(=O)C(c1ccc(F)cc1)N(Cc1ccc(OC)cc1)C(=O)c1cnccn1 (configuration not stated)	-21	11	97	-21	105	98	10	-4	95	99	96
28	CCOc1ccc(OCC)c(NS(=O)(=O)c2ccc3c(c2)CCN3C(=O)C2CCC2)c1	1	1	101	0	100	102	33	12	101	106	100
29	N#CC1=C(N)N(c2ccc(F)cc2)C2=C(C1c1ccc(O)cc1)S(=O)(=O)CC2 (configuration not stated)	30	21	86	-22	90	85	9	90*	87	86	89
30	CN(C(=O)CSc1ncnc2sc(-c3ccccc3)cc12)C1CCS(=O)(=O)C1 (configuration not stated)	-60	-1	98	4	101	97	10	6	95	97	95

A different layout for some results above:
Every second line gives: Mcl1 Bid PPI, Bim-Mcl-1, HRas wt GTP, Pf gametocyte, Rab7 wt modul, Rab2 wt GTP, Avidin bead fluor, Mcl1 Noxa PPI, Cdc42 wt, Rac1 wt GTP bind, Rac1 act GTP bind
[1] CCCCNS(=O)(=O)c1ccc2nc(SCC(=O)N3CC(C)OC(C)C3)[nH]c2c1 (configuration not stated)
  -11, -3, 99, nt, 97, 96, 5, 3, 99, 101, 97
[2] CC(C)Sc1nc2c(c(=O)n1-c1ccc(F)cc1)SCC2
  -108, 1, 105, nt, 104, 100, 10, -1, 107, 107, 99
[3] O=C(Cc1ccsc1-c1ccccc1)NO
  -27, -2, 107, nt, 102, 109, 18, 18, 108, 103, 101
[4] O=S(=O)(c1ccc(-c2csc(=Nc3ccccc3)n2CCCN2CCOCC2)cc1)N1CCOCC1
  -46, -7, 99, nt, 96, 96, nt, 13, 98, 100, 96
[5] COc1ccc(S(=O)(=O)N(CCCN2CCCC2=O)Cc2cc3c(C)cc(C)cc3[nH]c2=O)cc1
  2, 0, 95, -5, 95, 96, 7, 18, 96, 94, 96
[6] COc1ccc(NC(=O)CN(c2ccc(C)cc2)S(=O)(=O)c2c(C)nn(C)c2C)cc1OC
  -15, 0, 98, -32, 101, 100, 18, 7, 102, 105, 103
[7] NC(=O)CN1CCN(C2CC(=O)N(CCc3ccccc3)C2=O)CC1 (configuration not stated)
  -42, 3, 100, 4, 102, 104, 10, 4, 101, 101, 97
[8] CCN1CCN(C(=O)c2cc3c(s2)-c2ccccc2S(=O)(=O)C3)CC1
  -8, 1, 101, nt, 99, 103, 6, 16, 104, 101, 101
[9] Cc1csc(SCCn2c(Br)nc3c2c(=O)[nH]c(=O)n3C)n1
  -14, 0, 97, 20, 95, 99, 21, 20, 104, 103, 96
[10] Cc1ncc(CN2CCN(Cc3ccc(F)cc3)C(CCO)C2)s1 (configuration not stated)
  -42, -1, 100, 25, 103, 95, 16, 8, 95, 103, 97
[11] COCCOC(=O)c1c(C)oc2ccc(OC(=O)c3c(OC)cccc3OC)cc12
  0, -2, 98, nt, 95, 95, 12, 26, 95, 95, 95
[12] CCN1C(=S)SC(=O)C1=C1C=C(C)OC(C)=C1
  -27, -1, 107, nt, 103, 107, 11, 9, 106, 113, 106
[13] O=[N+]([O-])c1cccc(NC2=NCCC2)c1
  -32, 0, 98, 14, 102, 100, 9, 0, 95, 97, 96

More results.
entry	SMILES	Mcl1 Bid PPI	Bim-Mcl-1	HRas wt GTP	Pf gametocyte	Rab7 wt modul	Rab2 wt GTP	Avidin bead fluor	Mcl1 Noxa PPI	Cdc42 wt	Rac1 wt GTP bind	Rac1 act GTP bind
31	CC1CC(C)(C)NC(=S)N1CC(=O)N1CCN(Cc2ccccc2)CC1 (configuration not stated)	-39	0	98	-9	96	94	15	-1	96	98	98
32	CSCCC(NS(=O)(=O)c1ccc(Br)cc1)C(=O)OCC(=O)NC1CC1 (configuration not stated)	-22	-2	93	3	93	95	13	2	93	96	96
33	CC(C)CCNc1nc2c(c(=O)n(Cc3cccc(F)c3)c(=O)n2C)n1C	-73	0	98	-6	98	98	16	6	97	97	99
34	CCOc1ccc(C2=Nn3c(nnc3-c3ccccc3)SC2)cc1Cl	14	-1	103	nt	95	103	13	-14	104	101	102
35	O=C(CN(CCc1ccccc1)C(=O)CNS(=O)(=O)c1ccc(F)cc1)NCC1CCCO1 (configuration not stated)	-31	0	102	nt	103	100	10	21	102	105	98
36	Oc1c(N=NC(=S)Nc2ccccc2F)c2ccccc2n1Cc1ccccc1F	-38	0	89	-9	95	88	8	-18	90	90	87
37	CNC(=O)c1sccc1-n1cccc1	-12	0	104	nt	102	103	13	-5	100	109	100
38	COc1cccc(-c2nn(C)c3sc(C(=O)NCc4ccc5c(c4)OCO5)cc23)c1	-9	0	96	nt	95	96	7	-16	96	100	100
39	COc1cccc(/C=N/NC(=O)c2cnccn2)c1	-22	-4	98	nt	100	98	12	0	97	99	100
40	Cn1c(SCC(=O)NC2CCCCC2)nnc1-c1cc2cc(Cl)ccc2o1	12	3	95	nt	96	95	10	7	96	93	94
41	CCCCN(CCCC)C(=O)/C=C/c1cccc([N+](=O)[O-])c1	17	-1	95	0	95	96	9	-66	94	89	92
42	CN1CCN(/N=C/c2ccc(C#N)cc2)CC1	-53	0	99	-22	100	99	13	8	95	102	98
43	COc1ccc(-n2c(=O)[nH]c3c(C(N)=O)nc(C4CCCCC4)nc32)cc1	-22	-1	98	4	101	99	9	4	100	102	98
44	Cc1ccc(-n2nc3ccc(NC(=O)/C=C/c4ccco4)cc3n2)cc1C	15	-2	100	nt	99	97	11	38	99	100	96
45	Cc1ccc(C(=O)NCCNC(=O)CN2CCOCC2)cc1	-6	-2	100	nt	106	101	11	5	103	102	97

Screens: PubChem BioAssay, several laboratories
